Screens (PubChem)
TDP1 cell CPT = growth inhibition of DT40 Tdp1-/-;hTDP1 cells with camptothecin (screen for TDP1 inhibitors); actives 12% (n = 420,000); Potency, µM (series often up to 46.2 µM), without a hit: at the highest dose activity change, negative = growth inhibition, hits mostly inhibitors; chicken DT40 Tdp1-/-;hTDP1 cells + 20 nM CPT, ATP luminescence, 48 h; note: nearly all actives have a fitted effect of over 55% in size
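Cell growth measured by CellTiter-Glo luminescence after a minimum 48 h, 37 C compound exposure with 20 nM CPT in Tdp1-knockout DT40 cells stably expressing hTDP1, seeded 400/well; qHTS titration format.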
GCN5L2 inh = GCN5L2 (KAT2A) acetyltransferase inhibition; Q92830; GCN5L2 HAT assay, ThioGlo1 CoA-SH fluorescence; Potency, µM (top dose mostly 58.9 µM), inactives show top-dose activity change, negative = inhibition, hits mostly inhibitors; actives 0.21% (n = 390,000); AID 504327
Target sequence (Q92830 whole entry, looked up): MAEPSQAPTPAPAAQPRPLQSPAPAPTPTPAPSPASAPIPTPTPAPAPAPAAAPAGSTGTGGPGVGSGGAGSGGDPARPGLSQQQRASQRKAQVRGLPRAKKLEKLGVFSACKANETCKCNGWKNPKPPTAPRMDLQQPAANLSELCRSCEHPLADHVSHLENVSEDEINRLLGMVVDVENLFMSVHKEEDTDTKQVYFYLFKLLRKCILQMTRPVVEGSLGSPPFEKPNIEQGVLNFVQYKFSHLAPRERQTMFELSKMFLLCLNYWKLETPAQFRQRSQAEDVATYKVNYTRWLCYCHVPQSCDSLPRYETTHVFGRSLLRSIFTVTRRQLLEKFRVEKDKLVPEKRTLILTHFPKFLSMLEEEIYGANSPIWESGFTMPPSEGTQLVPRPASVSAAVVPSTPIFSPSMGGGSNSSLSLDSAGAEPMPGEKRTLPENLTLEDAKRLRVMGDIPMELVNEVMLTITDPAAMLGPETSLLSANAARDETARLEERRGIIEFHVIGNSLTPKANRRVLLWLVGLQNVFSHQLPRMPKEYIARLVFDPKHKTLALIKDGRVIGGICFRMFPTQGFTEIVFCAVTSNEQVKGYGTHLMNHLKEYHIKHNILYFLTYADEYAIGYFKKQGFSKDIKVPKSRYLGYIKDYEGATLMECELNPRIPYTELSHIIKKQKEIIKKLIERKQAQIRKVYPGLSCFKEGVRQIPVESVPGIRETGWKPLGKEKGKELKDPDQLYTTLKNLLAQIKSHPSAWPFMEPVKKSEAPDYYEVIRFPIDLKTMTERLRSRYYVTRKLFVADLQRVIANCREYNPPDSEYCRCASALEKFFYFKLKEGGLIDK
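qHTS, 1536-well. 20nM enzyme, pH 7.5 HEPES/EDTA/Tween-20 buffer; 15 min compound preinc., RT. Start: 75uM H3(1-25), 70uM AcCoA, 50uM ThioGlo1. Read Ex340/Em540 at t=0 (autofluorescence flag) and t=20 min.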
DT40 TDP1 no CPT = qHTS for Inhibitors of human tyrosyl-DNA phosphodiesterase 1 (TDP1): qHTS in cells in absence of CPT; AID 686978, 2013; DT40 Tdp1-/- hTDP1 cells, no CPT, ATP luminescence, 48 h; Potency, µM (top dose mostly 46.2 µM), for inactives: at the top dose activity change, negative = growth inhibition, most hits filed as inhibitors; actives 15% (n = 420,000); note: nearly all actives have a fitted effect of over 55% in size
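Growth of hTDP1-complemented DT40 Tdp1-knockout cells is measured by ATP luminescence after at least 48 hr compound exposure at 37 °C, with DMSO substituting for the 20 nM CPT used in the parallel screen.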
Active calls of the source: *; & = joins results of further samples. Calls come from the whole dose curve; as a rule, active = well fitted curve in the direction sought with a large enough effect; inconclusive = small, poorly fitted or top-dose-only effect, or another doubt; inactive = no such curve, though single readings can be large; an effect the other way counts as inactive or inconclusive. % is set by controls: 0 for no effect and ±100 for the full control effect; potency is the fitted concentration of half-maximal effect.

How did CCOC(=O)C1CCCN(S(=O)(=O)c2ccc(-n3cnnn3)c(C)c2)C1 (stereo not given) do in these assays?
TDP1 cell CPT: -26%; GCN5L2 inh: -4%; DT40 TDP1 no CPT: -23%

Results for COc1cc(-c2nnc(COC(=O)c3cc(C)no3)o2)cc(OC)c1OC ?
TDP1 cell CPT: -19%; GCN5L2 inh: inconclusive; DT40 TDP1 no CPT: -22%

How did Nc1ccc(/C=C/c2cccc3cccnc23)cc1 do in these assays?
TDP1 cell CPT: inconclusive; DT40 TDP1 no CPT: inconclusive

How did CC(=O)c1ccc(O)c(CO)c1 do in these assays?
TDP1 cell CPT: -11%; GCN5L2 inh: -3%; DT40 TDP1 no CPT: -23%

Results for Cc1ccc(S(=O)(=O)NCc2ccccc2)cc1C(=O)NCc1ccccn1 ?
TDP1 cell CPT: 1%; GCN5L2 inh: inconclusive; DT40 TDP1 no CPT: 17%

What do the screens show for `CCCC(=O)Nc1ccccc1OCc1cc(=O)n2cc(C)ccc2n1`?
TDP1 cell CPT: -6%; GCN5L2 inh: -7%; DT40 TDP1 no CPT: inconclusive

Results for COc1ccc(-c2cc(C(=O)NCCN3CCOCC3)c3ccccc3n2)c(OC)c1 ?
TDP1 cell CPT: -14%; DT40 TDP1 no CPT: -15%

Results for COc1ccc(CC(=O)NNS(=O)(=O)c2ccccc2[N+](=O)[O-])cc1 ?
TDP1 cell CPT: -3%; GCN5L2 inh: -5%; DT40 TDP1 no CPT: 2%

Results for CSc1ccc(C2CC(=O)Nc3c2c(=O)n(C)c(=O)n3C)cc1 (stereo not given) ?
TDP1 cell CPT: inconclusive; GCN5L2 inh: -1%; DT40 TDP1 no CPT: inconclusive

Results for CCCC(=O)N(CCN(C(=O)CCC)c1ccccc1)c1ccccc1 ?
TDP1 cell CPT: 12µM*; GCN5L2 inh: -3%; DT40 TDP1 no CPT: 21µM*

How did O=C(CSc1n[nH]c(=O)n1C1CC1)Nc1ccccc1 do in these assays?
TDP1 cell CPT: -13%; GCN5L2 inh: -1%; DT40 TDP1 no CPT: 0%

How did CC(C)c1ccc(NC2=CC(=O)CC(C)(C)C2)cc1 do in these assays?
TDP1 cell CPT: -4%; GCN5L2 inh: -2%; DT40 TDP1 no CPT: -16%

What do the screens show for `c1ccc2c(c1)CCc1snnc1-2`?
TDP1 cell CPT: 3%; GCN5L2 inh: -5%; DT40 TDP1 no CPT: 11%

How did COc1cc(C2c3c([nH]c(=O)[nH]c3=O)Nc3ccc4ccccc4c32)ccc1O (stereo not given) do in these assays?
TDP1 cell CPT: -13%; GCN5L2 inh: -9%; DT40 TDP1 no CPT: -15%

How did CCc1cc(C(=O)O)c(NC(=O)c2cc(OC)c(OC)c(OC)c2)s1 do in these assays?
TDP1 cell CPT: 3%; GCN5L2 inh: -3%; DT40 TDP1 no CPT: 9%

What do the screens show for `CC1CCCCC1N1CCN(C(=O)c2cccc(F)c2)CC1` (stereo not given)?
TDP1 cell CPT: -3%; GCN5L2 inh: -1%; DT40 TDP1 no CPT: -20%

What do the screens show for `Cc1ccc(NC(=O)N/C=C/c2ccc(Cl)cc2)cc1`?
TDP1 cell CPT: inconclusive; GCN5L2 inh: -9%; DT40 TDP1 no CPT: inconclusive

How did CCOc1ccc(CNC(=O)CCCN2C(=O)C(c3ccccc3)Oc3cccnc32)cc1 (stereo not given) do in these assays?
TDP1 cell CPT: -20%; GCN5L2 inh: -6%; DT40 TDP1 no CPT: -4%

What do the screens show for `CCN(C(=O)Cn1nc(Cc2ccncc2)c2ccccc2c1=O)c1ccc(OC)cc1`?
TDP1 cell CPT: -13%; GCN5L2 inh: 2%; DT40 TDP1 no CPT: inconclusive

Results for COc1ccc(OC)c(NC(=O)c2cnc(N3CCCC3)nc2C)c1 ?
TDP1 cell CPT: -1%; GCN5L2 inh: 24%; DT40 TDP1 no CPT: -14%

How did CCOc1ccc(NC(=O)CN(C)C(=O)c2c(-c3ccccc3)noc2C)cc1OCC do in these assays?
TDP1 cell CPT: 4%; GCN5L2 inh: 2%; DT40 TDP1 no CPT: inconclusive

What do the screens show for `CC1(C)CC2CC(C)(CN2C(=S)Nc2ccccc2)C1` (stereo not given)?
TDP1 cell CPT: inconclusive; GCN5L2 inh: -6%; DT40 TDP1 no CPT: inconclusive

What do the screens show for `CCCc1cc(=O)[nH]c(SCC(=O)c2ccc3c(c2)NC(=O)CO3)n1`?
TDP1 cell CPT: -4%; GCN5L2 inh: -4%; DT40 TDP1 no CPT: -20%

What do the screens show for `O=C1CCC(C(=O)OCc2c(Cl)cccc2Cl)N1` (stereo not given)?
TDP1 cell CPT: -10%; GCN5L2 inh: 3%; DT40 TDP1 no CPT: -9%

What do the screens show for `O=C(NNC1=C(C(=O)C(F)(F)F)CCC1)c1ccc(Cl)cc1`?
TDP1 cell CPT: inconclusive; GCN5L2 inh: -9%; DT40 TDP1 no CPT: inconclusive

How did CN1CCCC2(CCN(S(=O)(=O)c3ccccc3)CC2)C1 do in these assays?
TDP1 cell CPT: -6%; GCN5L2 inh: 6%; DT40 TDP1 no CPT: 11%

What do the screens show for `O=C(COC(=O)c1ccc(F)c(S(=O)(=O)N2CCOCC2)c1)NCc1ccco1`?
TDP1 cell CPT: 0%; GCN5L2 inh: -3%; DT40 TDP1 no CPT: -23%

How did CCOC(=O)c1c(C)[nH]c(CCC(=O)Nc2cc(C)ccc2OC)c1C do in these assays?
TDP1 cell CPT: inconclusive; GCN5L2 inh: 1%; DT40 TDP1 no CPT: 16µM*

How did CC(C)(C)OC(=O)N1CCN(C(=O)c2ncn3c2c(=O)[nH]c2ccccc23)CC1 do in these assays?
TDP1 cell CPT: 13%; DT40 TDP1 no CPT: 14%

How did O=C(NNC(=O)c1ccc2ccccc2c1O)NC1CCCCC1 do in these assays?
TDP1 cell CPT: -16%; GCN5L2 inh: -6%; DT40 TDP1 no CPT: 2%

Arranged by SMILES length (high to low): part of the list above
How did CCOc1ccc(CNC(=O)CCCN2C(=O)C(c3ccccc3)Oc3cccnc32)cc1 (stereo not given) do in these assays?
TDP1 cell CPT: -20%; GCN5L2 inh: -6%; DT40 TDP1 no CPT: -4%

What do the screens show for `CCN(C(=O)Cn1nc(Cc2ccncc2)c2ccccc2c1=O)c1ccc(OC)cc1`?
TDP1 cell CPT: -13%; GCN5L2 inh: 2%; DT40 TDP1 no CPT: inconclusive

What do the screens show for `CCCc1cc(=O)[nH]c(SCC(=O)c2ccc3c(c2)NC(=O)CO3)n1`?
TDP1 cell CPT: -4%; GCN5L2 inh: -4%; DT40 TDP1 no CPT: -20%

Results for COc1ccc(OC)c(NC(=O)c2cnc(N3CCCC3)nc2C)c1 ?
TDP1 cell CPT: -1%; GCN5L2 inh: 24%; DT40 TDP1 no CPT: -14%

How did CN1CCCC2(CCN(S(=O)(=O)c3ccccc3)CC2)C1 do in these assays?
TDP1 cell CPT: -6%; GCN5L2 inh: 6%; DT40 TDP1 no CPT: 11%

How did O=C(NNC(=O)c1ccc2ccccc2c1O)NC1CCCCC1 do in these assays?
TDP1 cell CPT: -16%; GCN5L2 inh: -6%; DT40 TDP1 no CPT: 2%

What do the screens show for `Cc1ccc(NC(=O)N/C=C/c2ccc(Cl)cc2)cc1`?
TDP1 cell CPT: inconclusive; GCN5L2 inh: -9%; DT40 TDP1 no CPT: inconclusive

(cont.)
What do the screens show for `CCOC(=O)/C(C#N)=C1/C=CN(Cc2ccccc2)C=N1`?
TDP1 cell CPT: -2%; GCN5L2 inh: -13%; DT40 TDP1 no CPT: 1%

Results for COc1ccccc1C(=O)Nc1ccc(C)c(S(=O)(=O)N2CCCCC2)c1 ?
TDP1 cell CPT: 21µM*; GCN5L2 inh: -2%; DT40 TDP1 no CPT: inconclusive

What do the screens show for `CN(c1ccccc1C(=O)Nc1cccc(Cl)c1Cl)S(C)(=O)=O`?
TDP1 cell CPT: -3%; GCN5L2 inh: -5%; DT40 TDP1 no CPT: -9%

How did Cc1cccc(Nc2nc3c(S(=O)(=O)c4ccccc4)nnn3c3ccccc23)c1C do in these assays?
TDP1 cell CPT: inconclusive; GCN5L2 inh: -4%; DT40 TDP1 no CPT: inconclusive

Results for CCCN(C(=O)c1cc(S(=O)(=O)N2CCCCC2)ccc1Cl)C1CCS(=O)(=O)C1 (stereo not given) ?
TDP1 cell CPT: inconclusive; GCN5L2 inh: -4%; DT40 TDP1 no CPT: inconclusive

How did CCOc1ccc(CNC(=O)c2cnc(SC)nc2CC)cc1 do in these assays?
TDP1 cell CPT: 10%; GCN5L2 inh: 1%; DT40 TDP1 no CPT: -2%

Results for CC(=O)OC1CC[C@]2(C)C(CC(OC(C)=O)[C@@]3(C)C4=CC(=O)OC(c5ccoc5)[C@]4(C)CCC23)C1(C)C (stereo not given in full) ?
TDP1 cell CPT: inconclusive; GCN5L2 inh: -20%&-20%&-17%; DT40 TDP1 no CPT: 21µM*

Results for COC(=O)COC(=O)CC(CC(N)=O)c1ccccc1 (stereo not given) ?
TDP1 cell CPT: -3%; GCN5L2 inh: -2%; DT40 TDP1 no CPT: 11%

How did Cc1cc(N2C(=O)C(O)=C(C(=O)c3ccco3)C2c2ccccc2F)no1 (stereo not given) do in these assays?
TDP1 cell CPT: -26%; GCN5L2 inh: -16%; DT40 TDP1 no CPT: inconclusive

How did CC1C(c2ccccc2)C(C#N)(C#N)C2(C#N)C(=O)NC1(N)C2C (stereo not given) do in these assays?
TDP1 cell CPT: 16%; GCN5L2 inh: -12%; DT40 TDP1 no CPT: -9%

What do the screens show for `CCOC(=O)Nc1ccc2c(c1)N(C(=O)CCN(CC)CC)c1ccccc1CC2`?
TDP1 cell CPT: inconclusive; GCN5L2 inh: -5%; DT40 TDP1 no CPT: inconclusive

How did COc1ccccc1C(=O)Nc1ccc(N2CCN(C(C)=O)CC2)cc1 do in these assays?
TDP1 cell CPT: 3%; GCN5L2 inh: 6%; DT40 TDP1 no CPT: -7%

What do the screens show for `CC(=O)NCCNC(=O)c1cccc(NS(=O)(=O)c2ccc3c(c2)OCCO3)c1`?
TDP1 cell CPT: 18%; GCN5L2 inh: -3%; DT40 TDP1 no CPT: -4%

Results for Cc1ccc(-n2c(C)cc(/C=N/NC(=O)CC3(C)OCCO3)c2C)cc1 ?
TDP1 cell CPT: inconclusive; GCN5L2 inh: 0%; DT40 TDP1 no CPT: inconclusive

How did CN(C)CCCOC(=O)N1c2ccccc2C=Cc2ccccc21 do in these assays?
TDP1 cell CPT: inconclusive; GCN5L2 inh: 29%; DT40 TDP1 no CPT: -13%

Results for Cc1cc(=O)[nH]c(SCC(=O)Nc2nc3c(s2)CCCC3)n1 ?
TDP1 cell CPT: -14%; GCN5L2 inh: -10%; DT40 TDP1 no CPT: -23%

Results for N#Cc1cnn(-c2cccc(Cl)c2)c1-n1cccc1 ?
TDP1 cell CPT: 2%; GCN5L2 inh: inconclusive; DT40 TDP1 no CPT: 1%

Results for COC(=O)c1ccccc1NC=C1C(=O)OC2(CCCCC2)OC1=O ?
TDP1 cell CPT: -17%; GCN5L2 inh: -5%; DT40 TDP1 no CPT: -17%

Results for CC(C)OCCCNC(=O)COCC(=O)Nc1ccc(OCCc2ccccc2)cc1 ?
TDP1 cell CPT: 18µM*; GCN5L2 inh: -7%; DT40 TDP1 no CPT: 13µM*

How did Cc1ccsc1C(=O)OCC(=O)NC1CCCC(C)C1C (stereo not given) do in these assays?
TDP1 cell CPT: -15%; GCN5L2 inh: -4%; DT40 TDP1 no CPT: -22%

How did CCc1ccc(NC(=S)N2CCN(c3cccc(OC)c3)CC2)cc1 do in these assays?
TDP1 cell CPT: -24%; GCN5L2 inh: inconclusive; DT40 TDP1 no CPT: -18%

Results for N#Cc1ccc(NC(=O)NN2CCCCCC2)cc1 ?
TDP1 cell CPT: inconclusive; DT40 TDP1 no CPT: inconclusive

What do the screens show for `Nc1ccn([C@@H]2O[C@H](C(=O)N3CCSC3)[C@@H](O)[C@H]2O)c(=O)n1`?
TDP1 cell CPT: -3%; DT40 TDP1 no CPT: 25%

Results for CC1=NN(C(N)=S)C(=O)C1N=Nc1cccc(Cl)c1 (stereo not given) ?
TDP1 cell CPT: -23%; GCN5L2 inh: 1%; DT40 TDP1 no CPT: -17%

What do the screens show for `CC(C)/C=C/C(=O)N1CCCC(N2CCN(c3ccccc3F)CC2)C1` (stereo not given)?
TDP1 cell CPT: inconclusive; GCN5L2 inh: 0%; DT40 TDP1 no CPT: -25%

What do the screens show for `C/C(=N\O)c1ccn(S(=O)(=O)c2ccc(Cl)cc2)c1`?
TDP1 cell CPT: inconclusive; GCN5L2 inh: -3%; DT40 TDP1 no CPT: 26µM*

What do the screens show for `N#C/C(=C\c1ccccc1)C(=O)NNS(=O)(=O)c1ccc(Br)cc1`?
TDP1 cell CPT: -25%; GCN5L2 inh: -21%; DT40 TDP1 no CPT: 3%

Not a hit list; any-hit rate near 18%.
